# M18AAP inhibitor: blocks P. falciparum M18 aspartyl aminopeptidase; 1.2% of 290,000 active; inhibition, % at 7.35 µM; recombinant PfM18AAP, H-Glu-NHMec fluorogenic cleavage;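 active = inhibition above the campaign mean inhibition over all tested compounds plus 3 SD, cut at about 28% in these data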;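 note: 0% = plate median of test compound wells and 100% = 2 mM ZnCl2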
# VIM-2 inh: inhibitors of Pseudomonas aeruginosa VIM-2 metallo-beta-lactamase | inhibition, % at 5.6 µM | purified VIM-2, nitrocefin hydrolysis, epi-absorbance fluorescence | 0.89% of 290,000 active | AID 1527;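 active = inhibition above the mean of all tested compounds plus 3 SD, cutoff set per screening run, cut at about 7.5% in these data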;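 note: red hydrolysis product quenches plate fluorescence so inhibitors raise well fluorescence; 0% = enzyme with DMSO and 100% = DMSO without enzyme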
# GPR7 antagonist: antagonists of human GPR7 (neuropeptides B/W receptor 1); GPR7-expressing cells, fluorescence antagonist assay; P48145; inhibition, % at 4.4 µM; AID 1861; 1.1% of 290,000 active; in the data active = inhibition above about 16%, passing the limit was not always enough;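 note: cells stimulated with the agonist NPW; 0% = agonist with vehicle and 100% = vehicle without agonist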
# PHOSPHO1 inh: PHOSPHO1 (human) inhibition | Q8TCT1 | 1.1% of 290,000 active | AID 1565 | inhibition, % at 13.3 µM | recombinant PHOSPHO1, absorbance phosphatase assay; in the data active = inhibition above about 60%
# IMP-1 inh: inhibitors of Pseudomonas aeruginosa IMP-1 metallo-beta-lactamase; purified IMP-1, nitrocefin hydrolysis, epi-absorbance fluorescence; inhibition, % at 5.6 µM; 0.45% of 290,000 active; AID 1556;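 active = inhibition above the mean plus 3 SD of all compounds in the same screening run, cut at about 4.5% in these data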;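 note: 0% = IMP-1 with DMSO and 100% = DMSO wells lacking enzyme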
#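 System: purified recombinant IMP-1 beta-lactamase. Medium: Zinc- and detergent-supplemented HEPES buffer, pH 7.1. Compound: one 5.6 µM dose […]. Schedule: 15 min preincubation plus 25 min reaction at 25 °C. Technique: Epi-absorbance fluorescence, 480 nm excitation, 530 nm emission.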
# pCIP destab: lowers stability of the mouse p/CIP coactivator protein | Q05BA5 | F442A p/CIP-EGFP cells, EGFP fluorescence, 16 h | decrease of EGFP signal, % at 10 µM | 0.01% of 290,000 active | AID 1984;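 active = EGFP signal decrease of at least 30% at 10 µM or well 3 SD below plate mean, unless failing retest; inactive = the rest, including hits failing retest or dose response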; note: some compounds called inactive have numbers as strong as hits; many of its hits are not listed in these tables
# Target sequence (Q05BA5 1-1403): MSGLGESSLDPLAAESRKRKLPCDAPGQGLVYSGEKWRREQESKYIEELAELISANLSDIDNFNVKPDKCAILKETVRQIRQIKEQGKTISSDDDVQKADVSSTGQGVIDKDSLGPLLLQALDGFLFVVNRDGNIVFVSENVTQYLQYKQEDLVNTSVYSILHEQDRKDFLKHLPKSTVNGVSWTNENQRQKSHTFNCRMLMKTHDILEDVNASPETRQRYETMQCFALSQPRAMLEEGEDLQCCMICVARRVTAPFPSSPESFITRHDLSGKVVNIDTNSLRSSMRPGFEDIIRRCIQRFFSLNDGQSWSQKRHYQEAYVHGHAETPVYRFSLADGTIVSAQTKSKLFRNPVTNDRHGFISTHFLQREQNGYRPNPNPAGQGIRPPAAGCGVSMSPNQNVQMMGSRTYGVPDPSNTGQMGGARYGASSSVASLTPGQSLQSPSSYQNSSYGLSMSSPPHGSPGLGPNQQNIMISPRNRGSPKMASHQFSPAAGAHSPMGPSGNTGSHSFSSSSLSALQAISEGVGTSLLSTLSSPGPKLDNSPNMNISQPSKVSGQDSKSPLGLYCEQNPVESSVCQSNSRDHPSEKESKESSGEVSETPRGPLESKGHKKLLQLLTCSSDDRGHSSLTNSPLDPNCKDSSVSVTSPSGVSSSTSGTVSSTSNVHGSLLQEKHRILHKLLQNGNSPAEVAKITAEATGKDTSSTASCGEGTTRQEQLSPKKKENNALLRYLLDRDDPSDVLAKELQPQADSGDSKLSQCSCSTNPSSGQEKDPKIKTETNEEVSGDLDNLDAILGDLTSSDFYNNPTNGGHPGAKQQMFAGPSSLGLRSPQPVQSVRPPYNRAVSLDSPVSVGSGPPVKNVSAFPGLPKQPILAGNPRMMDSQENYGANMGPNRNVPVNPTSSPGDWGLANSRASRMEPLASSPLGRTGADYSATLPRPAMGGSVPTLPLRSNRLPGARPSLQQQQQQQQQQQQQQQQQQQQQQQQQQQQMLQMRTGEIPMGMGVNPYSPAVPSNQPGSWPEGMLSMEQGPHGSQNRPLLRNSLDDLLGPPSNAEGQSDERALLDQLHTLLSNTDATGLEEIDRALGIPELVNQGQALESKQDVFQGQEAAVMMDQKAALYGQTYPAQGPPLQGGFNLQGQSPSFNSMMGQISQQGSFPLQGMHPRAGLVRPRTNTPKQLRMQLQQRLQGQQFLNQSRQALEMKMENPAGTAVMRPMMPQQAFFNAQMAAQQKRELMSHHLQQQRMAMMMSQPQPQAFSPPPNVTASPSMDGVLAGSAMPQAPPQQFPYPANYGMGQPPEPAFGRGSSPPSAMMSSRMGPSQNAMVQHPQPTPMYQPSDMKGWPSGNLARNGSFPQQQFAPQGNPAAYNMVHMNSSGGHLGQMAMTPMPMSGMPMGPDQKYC
# IDE inh: inhibitors of human insulin-degrading enzyme in cells; P14735; HEK cells, FAbetaB cleavage, fluorescence polarization; inhibition, % at 5.59 µM; 0.41% of 320,000 active;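 active = percent inhibition above the average of all tested compounds plus 3 SD, set per screening campaign, cut at about 16% in these data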;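 note: IDE supplied by intact live HEK cells; FP after avidin binding of uncleaved biotin substrate so inhibition keeps polarization high; 0% = DMSO wells and 100% = 60 µM reference IDE inhibitor Ii1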
# IDE cell activ: IDE (human) activation, cell-based | P14735 | HEK cells, FAbeta-B cleavage, fluorescence polarization; 0% vehicle, 100% cell-free pure enzyme wells | activation, % at 5.96 µM | 0.073% of 340,000 active;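 active = activation above the mean of all tested compounds plus 3 SD, set per screening campaign, cut at about 17% in these data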
# NALP1 yeast inh: inhibitors of NALP1 inflammasome in yeast; S. cerevisiae NALP1/ASC/caspase-1 growth, X-gal OD620, 72 h; inhibition, % at 10 µM; 0.61% of 280,000 active; AID 2071; in the data active = inhibition mostly above about 24%, no sharp cut-off; inactive = mostly below about 32%; note: some compounds called inactive have numbers as strong as hits
# The depositor's hits bear a star; / = not tested or not shown.
SMILES,M18AAP inhibitor,VIM-2 inh,GPR7 antagonist,PHOSPHO1 inh,IMP-1 inh,pCIP destab,IDE inh,IDE cell activ,NALP1 yeast inh
CCCc1ccc2oc(C(=O)NCCN3CCCC(C(N)=O)C3)c(C)c2c1 (stereo unspecified),-6,0.1,-2,-7,-2.2,-5,1,1,15
CC(=O)Nc1ccc2nc(-c3ccccn3)[nH]c2c1,10,-4.0,-5,-5,-5.1,3,-3,3,-8
COc1ccc(C2C3=C(Nc4ncnn42)c2ccccc2CC3)cc1OC (stereo unspecified),23,-4.4,-16,-16,-4.9,-1,-3,/,-8
Cc1ccc(N(CC(=O)Nc2ccc(Br)c(C)c2)S(=O)(=O)c2c(C)[nH]c(=O)[nH]c2=O)cc1,2,-2.4,-1,18,-0.7,-1,-3,6,14
O=C(CN1CCc2ccccc2C1)c1cccs1,16,1.4,-12,5,-2.8,7,-2,3,9
COc1cc(/C=N/NC(=O)COc2c(C)cc([N+](=O)[O-])cc2C)ccc1OC(=O)c1ccccc1Br,2,-3.3,-4,1,-2.8,0,1,-4,26
N#CC1=C(N)Oc2cc(N)ccc2C1C1CC=CCC1 (stereo unspecified),-3,-1.1,4,16,-1.0,-4,10,0,19
O=C1C2CCCCN2C(=O)N1CCN1CCN(c2ccc([N+](=O)[O-])cc2)CC1 (stereo unspecified),6,-0.9,-13,-8,-4.0,-12,4,0,30
CC(C)C(=O)N1CCN(c2ccccc2NC(=O)c2cc([N+](=O)[O-])ccc2N2CCOCC2)CC1,-1,-0.2,3,-44,0.0,5,2,5,17
CCOc1cc(C(=O)NCCOC)ccc1OC,-1,-2.7,-7,-20,0.3,-2,5,3,-3
CCOC(=O)N1CCN(C(=O)C(C)n2nc(C)n3c(cc4sccc43)c2=O)CC1 (stereo unspecified),5,-2.3,5,7,-2.1,-5,0,3,-1
CCOC(=O)C(NC(C)=O)(Nc1ccc(F)cc1)C(F)(F)F (stereo unspecified),-4,3.1,19,23,1.2,-5,6,5,10
CC1CCCCN1CCNC(=O)C1CCN(S(=O)(=O)c2cccc3nsnc23)CC1 (stereo unspecified),19,1.1,-3,12,-1.4,7,-10,-2,17
Cc1cc(OC(=O)c2ccccc2[N+](=O)[O-])c([N+](=O)[O-])c(=O)[nH]1,5,-0.8,-9,31,-2.7,-7,3,2,9
CCCn1c(SCC(=O)Nc2ccc3c(c2)CCC3)n[nH]c1=O,-6,-2.2,5,3,-0.9,-11,-3,0,25
CCc1ccccc1NC(=O)COc1cccc2ccc(C)nc12,2,0.0,-6,7,-4.4,-4,8,-1,10
Cc1cccc(-c2nnc(-c3cccc(NC(=O)Cc4cccs4)c3)o2)c1,-1,0.1,-11,0,-1.9,-6,0,-1,6
O=C(O)CC1Oc2ccc(Cl)cc2NC1=O (stereo unspecified),-6,-4.7,-5,-2,-1.1,-10,-1,0,28
Cc1ccc(Nc2cc(=O)[nH]c(=O)[nH]2)cc1Cl,1,-1.4,-11,-10,0.2,-10,1,6,-8
CCOc1ccccc1C(=O)Nc1nnc(COC)s1,-7,5.5,-11,14,-1.6,-10,3,4,14
CC(=O)NC(CC(=O)N(C)Cc1cccc(Cl)c1Cl)c1ccccc1 (stereo unspecified),0,-1.2,-6,2,-2.7,3,0,-8,5
CCN(c1ccccc1)S(=O)(=O)c1ccc(C(=O)Oc2ccc(C(C)=O)cc2)cc1,-10,-0.6,-7,-18,-1.5,11,-1,-3,11
Cc1ccccc1-c1nc(P(=O)(c2ccccc2)c2ccccc2)c(N2CCOCC2)o1,1,-3.0,-6,34,-3.5,-11,8,10,12
O=C(Nc1cc(F)ccc1F)C1CCCO1 (stereo unspecified),-4,-6.0,-1,0,-3.9,-5,1,2,20
CCc1cc(C(=O)NNC(=O)CCN2CCN(c3ccccc3)CC2)sc1C,0,-1.2,-10,3,-4.2,-3,3,2,6
COC(=O)CCCC(=O)N1CCCC(C(=O)c2ccc(OC)cc2C)C1 (stereo unspecified),-2,-3.1,1,49,-4.4,-11,1,7,-3
Cc1ccc2[nH]c(=O)c3cc(C(=O)NCC4CCCO4)sc3c2c1 (stereo unspecified),2,-0.9,-15,-28,-1.6,5,2,2,2
Nc1ccccc1-c1nnc2n1CCCCC2,-4,-6.2,-10,39,-2.9,-11,8,-3,7
CSc1nc2ccc(S(=O)(=O)N(C)C)cc2s1,-7,-1.6,-8,7,-0.1,16,8,0,-15
CCNS(=O)(=O)c1ccc(CCC(=O)N2CCOCC2)cc1,-6,-1.4,-23,8,-1.8,4,-1,0,8
Cc1ccnc(NC(=O)CNC(=O)c2ccc3c(c2)OCO3)c1,-3,-1.2,10,38,-1.8,1,-6,5,19
CC1Oc2ccccc2N(CC(=O)N(Cc2ccccc2)Cc2ccccn2)C1=O (stereo unspecified),-2,-1.7,3,4,-4.5,-6,-2,6,23
CN(CCC#N)CC(=O)Nc1ccc(S(N)(=O)=O)cc1,-8,0.8,2,20,-0.6,0,6,-4,10
Cc1ccc(S/C(=N\S(=O)(=O)c2ccc(Cl)cc2)c2ccccc2)cc1,1,-2.9,-13,57,-2.1,-8,-2,5,-11
Cc1ccc(S(=O)(=O)N(Cc2ccc(Cl)cc2)c2ccccc2C(=O)NCc2cccnc2)cc1,1,-4.4,-5,6,-2.7,-3,2,3,24
CCOc1ccccc1Cn1c(=O)sc2ccccc21,-1,-1.9,-2,41,-0.3,-21,-3,4,4
CC(CCc1ccccc1)NC(=O)COC(=O)c1ccccc1Br (stereo unspecified),-1,-2.0,4,20,-3.0,-16,0,0,0
O=C(N/N=C/c1ccc(Br)cc1)c1ccc(Br)o1,-10,-3.7,-5,19,-3.4,-1,2,1,19
c1ccc2c(c1)OCC(c1nnc3sc(-c4cnccn4)nn13)O2 (stereo unspecified),-14,-0.8,-12,58,-7.0,0,3,-3,11
CN(C[C@H](CC1CCCCC1)N(C[C@H](Cc1ccccc1)N(CCc1ccccc1)N=O)N=O)N=O,-3,-2.0,-15,22,-2.1,1,-4,-1,2
O=C(CSCCO)Nc1ccc([N+](=O)[O-])cc1,-2,-1.8,-4,48,-1.2,-12,6,4,2
O=C(NC(=S)Nc1ccc2c(c1)C(=O)c1ccccc1C2=O)c1ccc(F)cc1,-2,-0.7,4,6,-5.4,-2,-1,/,31
COc1cc(CNC2CCCCC2)c(Br)cc1OC1CCCC1,2,-0.7,-7,30,-2.5,-5,-2,3,17
O=C(O)CC(NC(=O)C12CC3CC(CC(C3)C1)C2)c1ccc(Cl)cc1 (stereo unspecified),1,-4.7,-8,40,-3.4,4,5,5,-2
CCOC(=O)NC(=O)/C(N=Nc1ccc(C(F)(F)F)cc1)=C(\C)O,2,-2.9,-11,-8,-2.3,-1,-1,-3,-6
CCOc1cc(C(=O)NN2CCOCC2)cc(OCC)c1OCC,1,0.9,1,3,-0.4,0,0,-4,18
CCS(=O)(=O)c1ccccc1C(=O)NC1CCCc2ccccc21 (stereo unspecified),-5,0.4,-3,4,-1.7,2,-7,-1,21
O=c1c2ccccc2nnn1CSc1nnnn1-c1ccc(O)cc1,2,-1.4,-4,6,-1.2,-8,-1,-3,5
O=C(Nc1ccc(F)cc1F)NC1CCN(S(=O)(=O)c2ccc(F)cc2)CC1,-13,-0.6,37*,24,-0.3,13,4,4,21
COc1ccc(Cc2nc(-c3ccncc3)no2)cc1,-4,-1.2,1,39,-2.1,-6,0,-4,7
Cc1cccc(-n2c(C)cc(/C=C3\C(=N)N4N=C(CC(C)C)SC4=NC3=O)c2C)c1,0,-1.9,-2,-3,-3.2,5,-2,2,30
CCOC(=O)N1CCN(CCC(=O)c2ccc(Br)cc2)CC1,-21,-0.7,5,33,0.5,2,/,-2,7
O=C(C1CCCCCC1)N1CC[C@@H](N2CCC(O)CC2)[C@H](O)C1,1,-1.1,-12,-15,-0.7,-3,4,5,-6
COc1ccc(C(=O)N/N=C/c2ccccn2)cc1OC,11,-5.3,-13,2,-2.7,16,5,7,-10
COCCCn1c(SCC(=O)N2CCCCC2C)nnc1-c1ccco1 (stereo unspecified),-6,-2.5,-1,30,-4.6,-8,-4,7,-2
O=C(CN1C(=O)C(=O)N(Cc2ccco2)C1=O)NC1CCCCC1,4,-2.1,-6,-4,-3.1,-2,-3,3,23
Cc1cccc(C)c1OCc1nnc(SCC(=O)Nc2ccccc2F)o1,3,-6.5,-3,-14,-4.5,-15,-2,-5,24
NC(N)=N/N=C/c1cccc(Cl)c1Cl,-7,0.6,4,4,-4.6,13,3,-5,30
CCCOc1nc(SCCC)nc2c1cnn2-c1ccccc1,-6,-2.6,-14,10,-2.9,9,7,1,4
CC(=O)N1CCc2cc(S(=O)(=O)NCCC(=O)Nc3cc(C)cc(C)c3)ccc21,-5,-2.2,-6,-3,1.0,-5,3,2,40*

# Next entries follow:
SMILES,M18AAP inhibitor,VIM-2 inh,GPR7 antagonist,PHOSPHO1 inh,IMP-1 inh,pCIP destab,IDE inh,IDE cell activ,NALP1 yeast inh
CCN(Cc1ccncc1)Cc1cn(C)nc1-c1ccc(Oc2ccccc2)cc1,-7,-3.9,-1,32,-1.2,-10,6,6,5
COC(=O)N(C)CCCC1(C)C(=O)N(C)c2ccc(O)cc21 (stereo unspecified),5,-2.7,-9,10,-1.2,-10,-2,-1,-1
COc1ccc(N2C(=O)c3ccc(C(=O)Nc4ccccc4O)cc3C2=O)cc1,-8,-2.1,7,-3,-3.5,-2,7,3,18
O=C(N1CCOCC1)C(F)(F)C(F)(F)C(F)(F)C(F)(F)C(=O)N1CCOCC1,-1,-1.0,0,15,-3.3,2,-4,6,-13
CC(C)c1nnc(NC(=O)C2CCCN2C(=O)Nc2ccc(F)cc2)s1 (stereo unspecified),-1,-6.0,4,11,-2.3,-3,9,4,9
COc1ccc(C)cc1S(=O)(=O)N(C)CC(=O)NCc1ccncc1,-10,0.3,-9,17,-1.5,1,2,1,8
O=C(/C=C/c1ccccc1)NNC(=O)c1ccco1,3,-0.5,-9,35,-2.9,2,-3,-2,18
CCCCn1c(Nc2ccc(OC)cc2)nc2ccccc21,4,-1.7,-14,-117,-1.6,-2,2,4,-5
Cc1cc(S(=O)(=O)N2CCCOC2CNC(=O)C(=O)NCCCN2CCOCC2)ccc1F (stereo unspecified),-3,-0.1,-13,41,-1.1,9,-2,3,2
CC(=O)Nc1ccccc1C(=O)C(=O)Nc1cccc(C(=O)NCc2ccccc2)c1,-4,-2.7,-8,-8,-4.3,3,1,2,25
Cc1ccc(CN2C(=O)N/C(=C/c3ccc4c(c3)n(C)c(=O)n4C)C2=O)cc1,8,-2.8,-10,-3,-2.6,2,2,/,9

# An excerpt from above in order of heavy-atom count, rising:
SMILES,M18AAP inhibitor,VIM-2 inh,GPR7 antagonist,PHOSPHO1 inh,IMP-1 inh,pCIP destab,IDE inh,IDE cell activ,NALP1 yeast inh
CC(C)c1nnc(NC(=O)C2CCCN2C(=O)Nc2ccc(F)cc2)s1 (stereo unspecified),-1,-6.0,4,11,-2.3,-3,9,4,9
Cc1ccc(CN2C(=O)N/C(=C/c3ccc4c(c3)n(C)c(=O)n4C)C2=O)cc1,8,-2.8,-10,-3,-2.6,2,2,/,9
Cc1cc(S(=O)(=O)N2CCCOC2CNC(=O)C(=O)NCCCN2CCOCC2)ccc1F (stereo unspecified),-3,-0.1,-13,41,-1.1,9,-2,3,2

# High-throughput results from PubChem BioAssay.
